IDE cell activ = human IDE activators in live cells, primary screen, fluorescence polarization, HEK cells, FAbeta-B substrate; FAbeta-B cleavage; 0% vehicle, 100% cell-free pure enzyme wells; activation, % at 5.96 µM; 0.073% of 340,000 active; AID 493087, 2011;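 active = activation above the mean of all tested compounds plus 3 SD, set per screening campaign, cut at about 17% in these data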
Target sequence (P14735 whole entry, looked up): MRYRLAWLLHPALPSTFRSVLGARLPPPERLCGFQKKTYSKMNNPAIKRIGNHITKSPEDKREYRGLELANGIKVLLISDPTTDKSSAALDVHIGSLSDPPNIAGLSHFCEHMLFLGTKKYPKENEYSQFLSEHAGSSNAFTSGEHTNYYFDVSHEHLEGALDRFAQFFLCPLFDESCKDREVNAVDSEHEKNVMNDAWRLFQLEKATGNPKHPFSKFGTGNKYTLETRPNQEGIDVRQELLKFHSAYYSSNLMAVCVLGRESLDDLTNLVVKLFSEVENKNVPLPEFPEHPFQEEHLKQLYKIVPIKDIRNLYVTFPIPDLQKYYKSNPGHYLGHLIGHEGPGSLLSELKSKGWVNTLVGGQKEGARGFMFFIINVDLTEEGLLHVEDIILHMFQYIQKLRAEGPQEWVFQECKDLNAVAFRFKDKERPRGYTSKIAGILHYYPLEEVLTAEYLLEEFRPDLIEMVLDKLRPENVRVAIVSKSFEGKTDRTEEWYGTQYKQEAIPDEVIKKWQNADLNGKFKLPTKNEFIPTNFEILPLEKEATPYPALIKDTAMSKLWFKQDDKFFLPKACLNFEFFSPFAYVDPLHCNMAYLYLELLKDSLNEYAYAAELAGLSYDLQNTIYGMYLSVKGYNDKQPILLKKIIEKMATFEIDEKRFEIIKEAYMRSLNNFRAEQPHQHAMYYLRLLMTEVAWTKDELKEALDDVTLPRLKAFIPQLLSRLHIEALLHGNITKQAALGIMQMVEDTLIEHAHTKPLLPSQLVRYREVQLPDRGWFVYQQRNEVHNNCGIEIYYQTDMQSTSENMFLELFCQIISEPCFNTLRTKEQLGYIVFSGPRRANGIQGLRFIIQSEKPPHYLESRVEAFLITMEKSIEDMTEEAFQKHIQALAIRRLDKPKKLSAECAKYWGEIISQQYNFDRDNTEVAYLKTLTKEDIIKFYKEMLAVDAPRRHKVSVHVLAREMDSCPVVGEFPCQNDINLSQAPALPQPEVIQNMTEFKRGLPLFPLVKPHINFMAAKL
IDE cell inh = human IDE inhibitors in live cells, primary screen, fluorescence polarization, HEK cells, FAbetaB substrate. FAbetaB cleavage. inhibition, % at 5.59 µM. 0.41% of 320,000 active. AID 434962, 2010;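 active = percent inhibition above the average of all tested compounds plus 3 SD, set per screening campaign, cut at about 16% in these data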;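 note: IDE supplied by intact live HEK cells; FP after avidin binding of uncleaved biotin substrate so inhibition keeps polarization high; 0% = DMSO wells and 100% = 60 µM reference IDE inhibitor Ii1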
An asterisk follows results filed as active. This is a subset, so the mix of outcomes need not match the whole.

Each structure is followed by: IDE cell activ, IDE cell inh
> O=S(=O)([O-])C(c1ccccc1)[n+]1ccccc1 (stereo not drawn)
    4, 3
> O=C(NCc1cccnc1)c1ccc(NS(=O)(=O)c2cccc([N+](=O)[O-])c2)cc1
    -4, 0
> CC(C)(C)OC(=O)C[C@@H]1C/C=C\C[C@H](CC(=O)NCCO)C(=O)N[C@@H](c2ccccc2)COC1=O
    -3, 7
> COc1cccc2sc(N3CCN(C(=O)c4ccco4)CC3)nc12
    -2, 6
> Cc1ccccc1OCC(=O)NCC(c1cccs1)N1CCOCC1 (stereo not drawn)
    4, -2
> O=C(CCNC(=O)c1ccc(Cl)cc1)NCc1cccc(C(F)(F)F)c1
    -3, 6
> COC(=O)C1CCN(S(=O)(=O)CCNC(=O)c2ccc3c(c2)OCO3)CC1
    1, 2
> COC(=O)C1CCN(C(=O)COC(=O)c2ccc(=O)n(Cc3ccccc3)n2)CC1
    1, 2
> NC(=O)c1ccc(SCC(=O)OCC(=O)NC2CCCCCCC2)c([N+](=O)[O-])c1
    -2, 7
> Cc1ccc(S(=O)(=O)N2CCN(C(=O)CCc3c[nH]c4ccccc34)CC2)c(C)c1
    -1, 5
> Cc1ccc(NC(=O)c2ccc(OCc3c(C)noc3C)cc2)c(C)c1
    1, 0
> CCN(C[C@H]1N[C@@](Cc2ccccc2)(C(=O)OC)[C@H]2C(=O)N(C)C(=O)[C@@H]12)S(=O)(=O)c1ccc(-c2ccccc2)cc1
    3, 4
> COc1ccccc1C(=O)NCCC(=O)NCc1ccncc1
    -3, 2
> COc1ccccc1CNC(=O)COC(=O)c1ccc(N2CCCC2=O)cc1
    1, 9
> O=C(COC(=O)c1ccc([N+](=O)[O-])cc1Cl)NC(=O)c1ccccc1
    0, -3
> CC(C)CN(C(=O)CCc1ccccc1Cl)c1c(N)n(Cc2ccccc2)c(=O)[nH]c1=O
    1, 1
> CCOc1ccc(OCCSc2ccc(S(=O)(=O)N3CCN(C)CC3)cn2)cc1
    2, -1
> CC(=O)c1ccccc1NC(=O)COC(=O)Cc1cccc(C(F)(F)F)c1
    -2, -2
> COc1ccccc1CNC(=O)COC(=O)c1nc(Cl)ccc1Cl
    2, -5
> CCc1cccc(NC(=O)CC2SC(N3CCCC3)=NC2=O)c1 (stereo not drawn)
    -1, 1
> CCOC(=O)c1c(C)[nH]c(C)c1C(=O)CN1C(=O)NC2(CCCCCC2)C1=O
    12, 3
> CCOc1ccc(NC(=O)CN(C)C(=O)CSCc2ccc(C)cc2)cc1OCC
    -2, 4
> O=C(CNC(=O)c1ccc(Cl)cc1)c1ccccc1
    3, 1
> O=C(CN1C(=O)NC2(CCCCC2)C1=O)NCCc1ccc(Cl)cc1Cl
    3, -2
> CSCCC(NC(=O)c1ccc(Cl)cc1Cl)C(=O)OC1CCCCC1=O (stereo not drawn)
    3, 8
> CN(C)CCCn1c2c(c(SCC(=O)Nc3ccc4c(c3)OCO4)nc1=O)CCC2
    -1, 4
> COc1cc(OC)cc(OC(=O)C2CCN(S(=O)(=O)c3ccc(OC)c(OC)c3)CC2)c1
    0, 8
> O=C(CN(Cc1ccco1)C(=O)c1ccc(F)cc1)Nc1ccccc1Br
    0, -5
> O=C(c1ccccc1[N+](=O)[O-])N1CCN(c2ccc(N3CCOCC3)nn2)CC1
    -1, 4
> CCC1(CC)NC(=O)N(CC(=O)OCC(=O)Nc2cc(OC)ccc2OC)C1=O
    4, 0
> O=C(CCN=C1NS(=O)(=O)c2ccccc21)OCC(=O)c1ccccc1Cl
    4, -2
> CCCN(CC(=O)Nc1ccccc1OC)C(=O)c1cc(-c2cccs2)nn1-c1ccccc1
    1, 0
> CCCCN(C(=O)CCCc1nc2ccccc2c(=O)[nH]1)c1c(N)n(CC(C)C)c(=O)[nH]c1=O
    3, 0
> Cc1ccc(CN2C(=O)C(CC(C)C)Nc3ncnc(N4CCN(c5ccccn5)CC4)c32)cc1 (stereo not drawn)
    7, -2
> C[C@H]1[C@H](c2ccccc2)C[C@@H](C(=O)O)C1(C)C
    -2, 0
> CN(CC(=O)NC(=O)Nc1ccccc1F)Cc1ccccc1F
    -6, 4
> Cc1ccc(C(=O)NNC(=O)c2ccc3c(c2)OCCO3)cc1
    4, 4
> Cc1ccccc1CSc1ccc(S(=O)(=O)N2CCCC2)cn1
    -8, 12
> CCOC(=O)C1CCN(C(=O)c2cccc(S(=O)(=O)N(CC)c3ccccc3)c2)CC1
    1, 0
> COc1ccc(C(=O)NNC(=O)CCc2nc3ccccc3c(=O)[nH]2)cc1
    1, 6
> CCN1/C(=C/c2ccc3cc(C)ccc3[n+]2CC)Sc2ccc3sccc3c21
    -40, 7
> CCOc1ccc(CCNC(=O)COC(=O)/C=C/c2ccccc2)cc1OCC
    -2, -4
> O=C(NCC1COc2ccccc2O1)c1cccc(S(=O)(=O)NCc2ccccc2)c1 (stereo not drawn)
    6, -1
> CC(=O)NC12CC3CC(C1)CC(C(=O)Oc1ccc(N(C)S(=O)(=O)c4cc(C)ccc4C)cc1)(C3)C2
    6, -3
> Cc1ccc(S(=O)(=O)N(CC(=O)Nc2ccc(C)cc2C)C(=O)N2CCN(C)CC2)cc1
    2, 3

Gathered by group: the entries above with a CF3 group (two)
Each structure is followed by: IDE cell activ, IDE cell inh
> O=C(CCNC(=O)c1ccc(Cl)cc1)NCc1cccc(C(F)(F)F)c1
    -3, 6
> CC(=O)c1ccccc1NC(=O)COC(=O)Cc1cccc(C(F)(F)F)c1
    -2, -2

The list continues.
Each structure is followed by: IDE cell activ, IDE cell inh
> COc1cc(/C=C/C(=O)OCC(=O)N2CCC(C)CC2)ccc1OCC#N
    6, -3
> COc1ccc(NC(=O)CSCC(=O)Nc2cccc3ncccc23)cc1
    -2, 2
> Cc1ccc(OCCNC(=O)C(C)SCC(=O)Nc2ccc(F)cc2)cc1 (stereo not drawn)
    6, 5
> O=S(=O)(c1ccccc1)N1CCC(c2ccccc2)CC1
    1, -1
> COc1ccc(NC(=O)CN(C)C(=O)C2CC(=O)N(Cc3ccc(C)cc3)C2)cc1 (stereo not drawn)
    2, -10
> N#Cc1cccc2cccc(S(=O)(=O)N3CCOCC3)c12
    3, 5
> CCOC(=O)NC(=O)CSc1ccc(S(=O)(=O)N2CCCCC2)cn1
    -1, -1
> CCN(CC)S(=O)(=O)c1ccc(C(=O)NCC(=O)NC2CC2)cc1
    -1, 0
> CCOC(=O)[C@H]1[C@H]2COc3cc(OC)ccc3[C@@H]2N2C(=O)c3ccc(F)cc3NC(=O)[C@@]12C
    -6, 3
> CC(=O)Nc1ccc(S(=O)(=O)NCC(=O)OCC(=O)N2CC(C)OC(C)C2)cc1 (stereo not drawn)
    -1, -1
> O=C(OCCCOC(=O)c1ccc([N+](=O)[O-])o1)c1ccc([N+](=O)[O-])o1
    6, 0
> COc1ccc(CN(C)C(=O)c2cccc(S(=O)(=O)N3CCN(c4ccccc4)CC3)c2)c(OC)c1OC
    0, 4
> CCCCN(C(=O)C1CCCC1)c1c(N)n(Cc2ccccc2)c(=O)[nH]c1=O
    5, 1
> Cc1cccc(NC(=O)c2nc[nH]c2C(=O)N[C@@H](C)c2ccccc2)c1
    1, -1
> Cc1noc(C)c1COc1ccc(C(=O)NNC(=O)c2ccccc2)cc1
    2, 0
> CC(=O)c1cn(-c2ccc([N+](=O)[O-])cc2)c(=O)n(C)c1=O
    4, 0
> NS(=O)(=O)c1ccc(NC(=O)COC(=O)CN2C(=O)C3CC=CCC3C2=O)cc1 (stereo not drawn)
    -3, 5
> COc1cc(NC(=O)CCN2C(=O)NC3(CCCC3)C2=O)c(OC)cc1Cl
    2, 0
> COc1ccc(Cl)cc1NC(=O)CN(C)C(=O)c1ccc2c(c1)OCCO2
    3, 3
> CN(C(=O)COC(=O)c1cccc(S(=O)(=O)N2CCCCC2)c1)C1CCS(=O)(=O)C1 (stereo not drawn)
    -2, -2
> NS(=O)(=O)c1ccc(NC(=O)c2ccc(OCC3CCCO3)cc2)cc1 (stereo not drawn)
    -2, 0
> CC(C)CN(C(=O)c1ccc2c(c1)OCCO2)c1c(N)n(Cc2ccccc2)c(=O)[nH]c1=O
    -2, 6
> C[C@H](CO)N1C[C@H](C)[C@@H](CN(C)S(=O)(=O)c2cccs2)Oc2c(NC(=O)Nc3ccccc3)cccc2C1=O
    -4, 7
> Cc1ccc(F)cc1NC(=O)CSCc1c(C)noc1C
    3, -2
> Cc1ccc(S(=O)(=O)NCc2ccccc2)cc1C(=O)N1CCN(c2ccccc2)CC1
    0, 4
> CSCCC(NC(=O)COc1ccccc1)C(=O)NC1CCC(C)CC1 (stereo not drawn)
    2, 4
> CC[C@H](CO)Oc1cc(NCc2ccc(Cl)c(Cl)c2)c2ncn(C(C)C)c2c1
    1, -4
> CN(CC(=O)Nc1cccc(F)c1)C(=O)c1ccc(C2SCCS2)cc1
    1, -2
> CC(C)Cn1c(N)c(C(=O)CSc2nncs2)c(=O)n(C)c1=O
    -4, 5
> CCOC(=O)C1=C(COC(=O)CNC(=O)c2cccc(C)c2)NC(=O)NC1C (stereo not drawn)
    -1, -8
> Cc1nn(-c2ccccc2)c2nc(C(F)F)cc(C(F)F)c12
    9, -1
> O=C(COC(=O)CNC(=O)c1cccc(OC(F)F)c1)NNC(=O)c1ccccc1
    -2, -1
> O=C(c1cccc(S(=O)(=O)N2CCN(c3ccccc3)CC2)c1)N1CCCCCCC1
    1, 3
> CCN(C(=O)c1ccc(S(=O)(=O)N2CCC(C)CC2)cc1)C1CCS(=O)(=O)C1 (stereo not drawn)
    -2, 1
> O=c1c(O[C@H]2O[C@@H](CO)[C@H](O)[C@@H](O)[C@@H]2O)c(-c2ccc(O)cc2)oc2cc(O)cc(O)c12
    4, -3
> COC(=O)C1=CO[C@@H](O[C@@H]2O[C@H](CO)[C@@H](O)[C@H](O)[C@H]2O)C2C(CO)=CCC12 (stereo partly drawn)
    2, -6
> C=CCN(Cc1ccc(Cl)s1)C(=O)c1cc(S(=O)(=O)N2CCOCC2)ccc1F
    2, 1
> COc1ccc(-c2cc(C(=O)NC3CCCC3)c3ccccc3n2)cc1OC
    3, 4
> COc1cc(C2C(C(=O)c3ccc(C)o3)=C(O)C(=O)N2c2cc(C)on2)cc(OC)c1OC (stereo not drawn)
    1, 3
> C=CC[C@H](CC(=O)N(CCO)Cc1ccccc1)C(=O)NC[C@@H](OC(=O)[C@@H](CC=C)Cc1ccc(F)cc1)c1ccccc1
    12, -3
> O=C(COC(=O)c1ccccc1[N+](=O)[O-])c1ccc2c(c1)OCO2
    0, 3
> COc1ccc(CCNC(=O)COc2cccc3c2OC(C)(C)C3)cc1OC
    4, -8
> COc1ccc(C(=O)NCC(=O)NCc2ccncc2)cc1
    3, 6
> O=C(CCc1nc2ccccc2c(=O)[nH]1)NCCN1C(=O)S/C(=C\c2ccccc2Cl)C1=O
    1, 4
> CCN(CC(=O)Nc1ccc(NC(C)=O)cc1)C(=O)COc1ccccc1-c1ccccc1
    0, 5

Fetched one by one from above:
Each structure is followed by: IDE cell activ, IDE cell inh
> Cc1ccc(CN2C(=O)C(CC(C)C)Nc3ncnc(N4CCN(c5ccccn5)CC4)c32)cc1 (stereo not drawn)
    7, -2
> CCOC(=O)NC(=O)CSc1ccc(S(=O)(=O)N2CCCCC2)cn1
    -1, -1
> CCN(CC(=O)Nc1ccc(NC(C)=O)cc1)C(=O)COc1ccccc1-c1ccccc1
    0, 5

Ordered by the number under IDE cell inh (smallest number first): some entries from above.
Each structure is followed by: IDE cell activ, IDE cell inh
> COC(=O)C1=CO[C@@H](O[C@@H]2O[C@H](CO)[C@@H](O)[C@H](O)[C@H]2O)C2C(CO)=CCC12 (stereo partly drawn)
    2, -6
> O=c1c(O[C@H]2O[C@@H](CO)[C@H](O)[C@@H](O)[C@@H]2O)c(-c2ccc(O)cc2)oc2cc(O)cc(O)c12
    4, -3
> Cc1nn(-c2ccccc2)c2nc(C(F)F)cc(C(F)F)c12
    9, -1
> O=C(c1cccc(S(=O)(=O)N2CCN(c3ccccc3)CC2)c1)N1CCCCCCC1
    1, 3
> COc1ccc(C(=O)NCC(=O)NCc2ccncc2)cc1
    3, 6

Following part:
Each structure is followed by: IDE cell activ, IDE cell inh
> Cc1ccc2cccc(OCC(=O)Nc3cccc(S(=O)(=O)N4CCCC4)c3)c2n1
    -3, 5
> Cc1c(NC(=S)NC(=O)c2ccc(Cl)cc2)c(=O)n(-c2ccccc2)n1C
    1, 8
> CCCCNC(=O)c1onc(CSc2ccccc2)c1C(=O)NCCCC
    -4, 2
> CC(C)NC(=O)Nc1cccc2c1O[C@H](CN(C)C(=O)NC(C)C)[C@@H](C)CN([C@H](C)CO)C2=O
    -1, 0
> CCC(C)N(C(=O)COC(=O)c1nc2nc(C)cc(C)n2n1)C1CCS(=O)(=O)C1 (stereo not drawn)
    3, -4
> COc1cc(/C=C/C(=O)OC[C@H]2O[C@H](OC3(CO)OC(CO)C(O)C3O)[C@H](O)[C@@H](O)[C@@H]2O)ccc1O (stereo partly drawn)
    3, 2
> Cc1cccc(C(=O)OC(C)C(=O)NC(=O)NC2CCCCC2)c1O (stereo not drawn)
    0, -1
> CC1CC(C)CN(C(=O)COC(=O)c2cc3ccccc3oc2=O)C1 (stereo not drawn)
    -1, -1
> CN(CC(=O)Nc1ccc(N2CCOCC2)cc1)C(=O)c1cc2c(s1)CCCC2
    2, 8
> Cc1ccc(C)c(NC(=O)CSc2nc(=O)n(CCN3CCOCC3)c3c2CCCC3)c1
    -3, -6
> CC(=O)Nc1ccc(S(=O)(=O)NCCC(=O)NNC(=O)c2ccccc2O)cc1
    2, -9
> Cc1ccc2nc(SC(C)C(=O)NC3CCCC3)[nH]c2c1 (stereo not drawn)
    -3, 4
> NC(=O)c1ccc(N=Cc2c(O)ccc3ccccc23)cc1
    6, -6

Screening data: PubChem, The Scripps Research Institute Molecular Screening Center
